OX1R antag-1: blocks the human orexin 1 receptor. O43613. CHO/OX1R cells, Fluo-8 calcium fluorescence, orexin A. inhibition, % at 5 µM. 330,000 compounds, 0.43% hits. AID 434989;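 active = inhibition above its plate's threshold, mean inhibition of all tested compounds on the plate plus 3 SD, cut at about 37% in these data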;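 note: 0% = orexin A challenge wells and 100% = SB-334867-A antagonist wells; not every result past the cut was called active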
Target sequence (O43613 whole entry, looked up): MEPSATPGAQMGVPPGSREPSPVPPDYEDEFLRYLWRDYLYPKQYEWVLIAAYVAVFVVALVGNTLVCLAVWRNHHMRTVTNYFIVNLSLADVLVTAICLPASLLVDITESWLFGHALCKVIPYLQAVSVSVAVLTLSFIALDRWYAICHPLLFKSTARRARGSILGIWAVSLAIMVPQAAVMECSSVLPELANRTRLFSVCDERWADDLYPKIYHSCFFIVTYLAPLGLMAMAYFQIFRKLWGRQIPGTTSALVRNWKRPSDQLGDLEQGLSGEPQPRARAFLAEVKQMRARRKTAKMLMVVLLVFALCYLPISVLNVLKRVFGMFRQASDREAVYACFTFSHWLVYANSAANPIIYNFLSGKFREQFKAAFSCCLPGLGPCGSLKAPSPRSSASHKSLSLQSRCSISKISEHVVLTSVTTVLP
OX1R antag-2: OX1R (human) antagonism. OX1R-expressing cells, FRET antagonist read-out. inhibition, % at 6.6 µM. 330,000 compounds, 1.8% hits. AID 485270; in the data active = inhibition mostly above about 38%, no sharp cut-off; inactive = mostly below about 40%;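 note: 0% = agonist challenge alone and 100% = reference antagonist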
Numbers without * were called inactive.

Values run as follows: OX1R antag-1, OX1R antag-2
C=CCn1c(=O)c(C(=O)OCC)c(O)c2ccccc21
→ 2, 0
CCOC(=O)C1(C)NC(c2cccs2)C2C(=O)N(c3ccccc3)C(=O)C21 (centres undefined)
→ -7, 19
CC(C)C[C@H](NC(=O)c1[nH]cnc1C(=O)N[C@@H](Cc1ccccc1)C(=O)OCc1ccccc1)C(=O)OCc1ccccc1
→ -14, 1
O=C(NCCc1ccccc1)c1nccc2ccccc12
→ -12, 17
O=C(/C=C/c1ccc(O)c(O)c1)OCCc1ccccc1
→ 15, 19
COC(=O)c1cccc(S(=O)(=O)N(Cc2ccco2)Cc2cc3ccc(OC)cc3[nH]c2=O)c1
→ 15, 40*
Cc1cccc(N2CCN(C(=O)c3ccoc3C)CC2)c1C
→ -20, 14
Cn1nnnc1SCC(=O)c1ccc2c(c1)OCCO2
→ -6, 14
Nc1ccccc1-c1nnc(SCc2ccccc2F)[nH]c1=O
→ -4, 13
O=C(Cc1ccccc1)NCC(=O)OCC(=O)c1ccc(Cl)c([N+](=O)[O-])c1
→ -2, 37
CCOc1ccc(C(=O)NCC(=O)OCCCOC(=O)CNC(=O)c2ccc(OCC)cc2)cc1
→ -29, 17
O=C(NCc1ccco1)c1csc2c1CCCCC2
→ -4, 1
O=C(c1ccc2c3c(cccc13)CC2)C1CCCN(C(=O)c2cc[n+]([O-])cc2)C1 (centres undefined)
→ -17, 18
O=C(c1ccc(Br)o1)N(c1ccc(Br)cc1)C1C=CS(=O)(=O)C1 (centres undefined)
→ 7, 6
CC(=O)c1cccc(NC(=S)N2CCN(CCN3C(=O)c4cccc5cccc(c45)C3=O)CC2)c1
→ -11, 25

2 records picked at random from the list so far:
Values run as follows: OX1R antag-1, OX1R antag-2
CCOC(=O)C1(C)NC(c2cccs2)C2C(=O)N(c3ccccc3)C(=O)C21 (centres undefined)
→ -7, 19
O=C(NCc1ccco1)c1csc2c1CCCCC2
→ -4, 1

(cont.)
Values run as follows: OX1R antag-1, OX1R antag-2
Cc1ccsc1CN(C)CC(=O)NCC(=O)Nc1ccc(F)c(F)c1F
→ -11, 3
COc1ccc(C(CC(=O)Nc2nccs2)C(C)C)cc1 (centres undefined)
→ 4, -3
CCOc1ccccc1NC(=O)C(CC(C)C)NC(=O)C1CCC(C)CC1 (centres undefined)
→ -33, 11
Cc1ccc(CNC(=O)[C@H](Cc2ccccc2)NC(=O)C2CCNCC2)cc1
→ -4, 6
N#CC1=C(N)NC(SCC(=O)c2ccc(Br)cc2)=C(C#N)C12CCCCC2
→ 5, 44
CCOC(=O)C1=C(CS(=O)(=O)c2ccc(F)cc2)NC(=O)NC1c1cc(OC)c(O)c(OC)c1 (centres undefined)
→ -4, 15
CC1CCCCN1C(=O)c1ccc(OC2CCN(S(=O)(=O)N(C)C)CC2)cc1 (centres undefined)
→ 14, 9
Cc1ccc2cc(CN(C(=O)c3ccco3)c3cccc(C)c3C)c(=O)[nH]c2c1
→ -27, 9
CC(C)OCCCN(C)C1CCN(S(=O)(=O)c2ccc(-c3ccc(=O)[nH]n3)s2)CC1
→ -10, 35
O=C1c2ccccc2NC(c2ccc(O)cc2)N1Cc1ccco1 (centres undefined)
→ -8, 17
CC(C)C[C@@H](CO)N1CCN(Cc2ccc([N+](=O)[O-])cc2)CCC1=O
→ -11, 23
CCn1c(/C=C/N(C(C)=O)c2ccccc2)[n+](CC)c2ccc(Cl)cc21
→ -3, 11
Cc1ccc2[nH]c(=O)c3cc(C(=O)N(C)c4ccc(C)c(C)c4)sc3c2c1
→ -35, 3
CN1CC[n+]2c(CN3C(=O)c4ccccc4C3=O)csc21
→ -17, 15
O=C1CCCCN1CCCC(=O)N1CCCC(Nc2ccccc2)C1 (centres undefined)
→ -20, 14
Cc1nnc(SCC2=C(C(=O)O)N3C(=O)C(NC(=O)COc4ccc(F)cc4)C3SC2)s1 (centres undefined)
→ 4, -6
CC(=O)N[C@@H](Cc1c[nH]c2ccccc12)C(=O)NCCc1ccc(S(N)(=O)=O)cc1
→ -5, -4
O=C(CN1CCN(c2ccc(F)cc2)CC1)OCc1ccccc1
→ -12, 6
CNC(=O)c1ccsc1NC(=O)CS(=O)(=O)c1ccc(Cl)cc1
→ 13, 29
CC(=O)c1oc2ccccc2c1N
→ -3, 11
CCOC(=O)c1ccc(NC(=O)N2CCN(C3CCCCC3)CC2)cc1
→ -32, 20
CC1=C(c2ccc(C)cc2)[N+](=O)C(C)(C)N1[O-]
→ -21, 8
Cc1cc(C(=O)NNS(=O)(=O)c2cccc(Cl)c2)nn1C(C)(C)C
→ -9, 4
CCOc1ccc(Nc2nc3c(C)cccc3cc2C#N)cc1
→ -13, 24
Cc1cc(NS(=O)(=O)c2ccc(NC(=O)CCSc3ccc(F)cc3)cc2)nc(C)n1
→ -3, 5
CCCN=C1N(CC)C[C@@H]2[C@@H]3C(=O)N(C)C(=O)[C@@H]3[C@](C)(C(=O)OC)N12
→ 8, 10
C=CCNC(=O)C1CCN(c2c([N+](=O)[O-])cc(C(F)(F)F)cc2[N+](=O)[O-])CC1
→ -8, -1
c1ccc(-c2ccccc2OCCCN2CCCCC2)cc1
→ -15, 26
COc1ccccc1N1CCN(c2cc(C)nc3nc(C)nn23)CC1
→ 36, 6
Cc1ccc(C(=O)c2cc([N+](=O)[O-])ccc2N2CCCCC2)cc1C
→ -10, 5

(listing goes on)
SMILES | OX1R antag-1 | OX1R antag-2
Cc1nn(C)c2ncc(C(=O)c3ccccc3O)cc12 | -6 | 9
C[C@H](NC(=O)c1[nH]cnc1C(=O)Nc1nccs1)c1ccccc1 | -29 | 9
COc1ccc(CCNC(=O)CC2SC(=NCCC(C)C)NC2=O)cc1OC (centres undefined) | 1 | 15
CNC(=O)C(=O)NCC1OCCCN1S(=O)(=O)c1ccc2c(c1)OCCO2 (centres undefined) | -4 | -5
COc1cccc(C(=O)Nc2cc3c(cc2C(C)=O)OCCO3)c1 | 5 | 52
O=C(Nc1cc(Sc2nc3ccccc3s2)cc([N+](=O)[O-])c1)c1cccc(F)c1F | 7 | 23
COCCn1c(SCC(=O)NC2CCCCC2)nnc1-c1ccncc1 | 3 | 8
O=C(NCc1ccco1)C(Cc1ccccc1)N1C(=O)C2C3C=CC(C3)C2C1=O (centres undefined) | -32 | 13
Cc1cccc(NC(=O)CSc2nc3c(c(=O)[nH]2)CCCC3)c1C | -6 | 5
CC1CC(NC(=O)/C(C#N)=C/c2ccc[nH]2)CC(C)(C)C1 (centres undefined) | -33 | 8

Grouped by structure, the compounds so far containing four or more nitrogen atoms.
SMILES | OX1R antag-1 | OX1R antag-2
CC(C)C[C@H](NC(=O)c1[nH]cnc1C(=O)N[C@@H](Cc1ccccc1)C(=O)OCc1ccccc1)C(=O)OCc1ccccc1 | -14 | 1
Cn1nnnc1SCC(=O)c1ccc2c(c1)OCCO2 | -6 | 14
Nc1ccccc1-c1nnc(SCc2ccccc2F)[nH]c1=O | -4 | 13
CC(=O)c1cccc(NC(=S)N2CCN(CCN3C(=O)c4cccc5cccc(c45)C3=O)CC2)c1 | -11 | 25
N#CC1=C(N)NC(SCC(=O)c2ccc(Br)cc2)=C(C#N)C12CCCCC2 | 5 | 44
CC(C)OCCCN(C)C1CCN(S(=O)(=O)c2ccc(-c3ccc(=O)[nH]n3)s2)CC1 | -10 | 35
Cc1nnc(SCC2=C(C(=O)O)N3C(=O)C(NC(=O)COc4ccc(F)cc4)C3SC2)s1 (centres undefined) | 4 | -6
CC(=O)N[C@@H](Cc1c[nH]c2ccccc12)C(=O)NCCc1ccc(S(N)(=O)=O)cc1 | -5 | -4
Cc1cc(C(=O)NNS(=O)(=O)c2cccc(Cl)c2)nn1C(C)(C)C | -9 | 4
Cc1cc(NS(=O)(=O)c2ccc(NC(=O)CCSc3ccc(F)cc3)cc2)nc(C)n1 | -3 | 5
CCCN=C1N(CC)C[C@@H]2[C@@H]3C(=O)N(C)C(=O)[C@@H]3[C@](C)(C(=O)OC)N12 | 8 | 10
C=CCNC(=O)C1CCN(c2c([N+](=O)[O-])cc(C(F)(F)F)cc2[N+](=O)[O-])CC1 | -8 | -1
COc1ccccc1N1CCN(c2cc(C)nc3nc(C)nn23)CC1 | 36 | 6
C[C@H](NC(=O)c1[nH]cnc1C(=O)Nc1nccs1)c1ccccc1 | -29 | 9
COCCn1c(SCC(=O)NC2CCCCC2)nnc1-c1ccncc1 | 3 | 8

Going on with the list:
SMILES | OX1R antag-1 | OX1R antag-2
COc1ccc(Nc2nc(=O)[nH]nc2C)cc1 | -2 | 12
Cc1cc(C)c(O)c(-c2cc(C(=O)NCCc3ccc(S(N)(=O)=O)cc3)[nH]n2)c1 | -18 | 98*
Fc1ccc(NC(=S)NC2CC3CCCC(C2)N3Cc2cccs2)cc1 (centres undefined) | -28 | 17
O=S(=O)(Nc1ccc(O)c(Sc2nc3ccccc3s2)c1)c1cccc2ccccc12 | 7 | 26
CC(C(=O)Nc1nccs1)N1C(=O)C2CC=CCC2C1=O (centres undefined) | 15 | 31
CN(C(=O)c1cc(COc2ccc(F)cc2Cl)on1)C1CCCc2ccccc21 (centres undefined) | -30 | -3
Cc1ccc(C(=O)Nc2ccncc2)cc1S(=O)(=O)N1CCOCC1 | -11 | -1
CSc1ncccc1C(=O)N1CCCC(C(=O)c2ccc3ccccc3c2)C1 (centres undefined) | -25 | 35
COC(=O)c1c(NC(=O)COC(=O)CNC(=O)c2ccco2)sc(C)c1C | -18 | 8
COC(=O)c1c(NC(=O)CN2C(=O)NC3(CCC(C(C)(C)C)CC3)C2=O)sc2c1CCCCC2 (centres undefined) | -23 | 8
CCOC(=O)N1CCN(C(=O)c2cc3c(s2)-c2ccc(Cl)cc2S(=O)(=O)C3)CC1 | -15 | 13
COc1cccc(C(=O)N=c2sc3c(C)ccc(OC)c3n2C)c1 | -28 | 5
O=c1[nH]c(SCc2cccc(Cl)c2)nc2[nH]ncc12 | 7 | 26
Nc1c(C(=O)Nc2ccc3c(c2)OCCO3)nnn1Cc1ccc(Br)cc1 | -2 | 12
COc1ccc([N+](=O)[O-])cc1N1C(=O)c2cccnc2C1=O | -5 | 7
CCc1c(C)nc2ncnn2c1N1CCCC(C(=O)NCCc2ccc(OC)cc2)C1 (centres undefined) | -38 | 7
Fc1ccc2nc(Nc3nc4cc5c(cc4s3)OCO5)sc2c1 | -1 | 29
CCCC(=O)NC(Nc1cccc(C(F)(F)F)c1)C(Cl)(Cl)Cl (centres undefined) | -10 | 12
CCn1c(SCC(=O)NCCOC)nc2sc3c(c2c1=O)CCCC3 | -13 | 16
CN(C)S(=O)(=O)N1CCN(C(=O)c2ccccc2)CC1 | -12 | 5
CCNc1nc(NCc2ccccc2)nc(SCC(=O)Nc2ccccc2)n1 | -12 | 27
O=C(Nc1ccc2c(c1)OCO2)c1cccc2c1C(=O)N(C1CCCCC1)C2 | -25 | 30
Cc1ccsc1C(=O)OCC(=O)NC1CCCC1 | -11 | 4
Cn1c(C(=O)c2ccccc2)nc2ccccc21 | -12 | -4
COc1ccc(CN2C(=NC(=O)CCC3CCCC3)SC3CS(=O)(=O)CC32)cc1 (centres undefined) | 2 | 7
CCOC(=O)C1=C(CN2CCc3ccccc32)NC(=O)NC1c1cc(C)ccc1C (centres undefined) | -16 | 34
Cc1cccc(-c2noc(CCC(=O)N3CCN(c4cc(C)ccc4C)CC3)n2)c1 | -8 | 23
CCCc1cc(=O)oc2cc(OCC(=O)Nc3ccccn3)ccc12 | -29 | 4
C=CCNc1nc(C(F)(F)F)nc2c1nnn2Cc1ccccc1Cl | -2 | 2
CCc1ccc(C(C)NC(=S)NCc2ccc(F)cc2)cc1 (centres undefined) | 0 | 15
Cc1oc(-c2ccccc2F)nc1CN1CCC(C(=O)NCCC2=CCCCC2)CC1 | -15 | 19
COCCN(C(=S)Nc1cccc(C)c1)C(C)c1cccs1 (centres undefined) | 4 | 12
COc1cc(CCC(=O)OCC(=O)NCCc2ccc(S(N)(=O)=O)cc2)cc(OC)c1OC | 20 | 3
COc1ccccc1OCCCOc1c(C)cc(C)cc1Br | -26 | 19
CC1CCN(C(=O)c2ccc(NC(=O)CC3SC(N4CCCC4)=NC3=O)cc2)CC1 (centres undefined) | -8 | 1
COc1ccc(C(=O)OCC(=O)c2c[nH]c3ccccc23)cc1OC | 18 | 32*
O=C(CNC(=O)/C=C/c1ccccc1)N=Nc1c(O)n(Cc2ccccc2)c2ccccc12 | -28 | 12
Cc1noc(C)c1COc1ccc(C(=O)N2CCN(S(=O)(=O)c3ccc(Cl)cc3)CC2)cc1 | -10 | 12

Bioassay records: PubChem, The Scripps Research Institute Molecular Screening Center
